IDH1 R132H inh: inhibitors of human IDH1 R132H | IDH1 R132H reductase, diaphorase/resazurin fluorescence, 60 min | inhibition, % at 10 µM | actives 0.18% (n = 70,000); in the data active = inhibition above about 34%;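 also: 0% = DMSO and 100% = no enzyme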
EZH2 inh: blocks human EZH2/PRC2 H3K27 methylation; actives 0.35% (n = 57,000); Q15910; DELFIA TRF, 1 h; inhibition, % at 12.5 µM; AID 651548;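 active = mean inhibition of replicates at least 50% and every single replicate also reaching 50%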;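 also: dimethyl H3K27 on biotinylated H3 21-44 peptide detected by antibody; plate controls were median neutral control wells for no effect and median positive control wells for full effect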
Target sequence (Q15910 whole entry, looked up): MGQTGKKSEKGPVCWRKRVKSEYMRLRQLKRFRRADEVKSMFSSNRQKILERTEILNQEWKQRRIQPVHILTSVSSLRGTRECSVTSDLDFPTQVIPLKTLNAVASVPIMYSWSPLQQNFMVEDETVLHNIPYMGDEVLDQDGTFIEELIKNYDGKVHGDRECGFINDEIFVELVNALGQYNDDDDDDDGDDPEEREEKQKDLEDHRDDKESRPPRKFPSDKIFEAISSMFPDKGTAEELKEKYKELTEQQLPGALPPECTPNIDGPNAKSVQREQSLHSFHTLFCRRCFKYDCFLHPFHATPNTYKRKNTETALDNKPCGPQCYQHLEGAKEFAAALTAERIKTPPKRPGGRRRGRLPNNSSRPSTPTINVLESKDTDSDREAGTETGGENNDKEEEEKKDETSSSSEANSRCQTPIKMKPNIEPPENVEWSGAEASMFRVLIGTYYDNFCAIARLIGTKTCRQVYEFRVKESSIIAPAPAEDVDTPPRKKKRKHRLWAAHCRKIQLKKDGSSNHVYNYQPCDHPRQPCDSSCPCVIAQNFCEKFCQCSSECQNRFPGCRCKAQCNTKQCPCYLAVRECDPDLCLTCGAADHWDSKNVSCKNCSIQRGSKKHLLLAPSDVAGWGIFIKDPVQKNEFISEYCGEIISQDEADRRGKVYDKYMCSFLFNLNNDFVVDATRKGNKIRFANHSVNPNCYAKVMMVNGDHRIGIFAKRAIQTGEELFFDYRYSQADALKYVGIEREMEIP
* hit, by the source's call; . = not tested or not shown. The list is partial; rates above refer to the full screens.

SMILES	IDH1 R132H inh	EZH2 inh
CCCNC(=O)N(C)C[C@H]1Oc2ncc(C3=CCCCC3)cc2C(=O)N([C@@H](C)CO)C[C@H]1C	.	-3
Cc1ccccc1-c1ccc2c(c1)O[C@@H](CN(C)C(=O)C1CC1)[C@H](C)CN([C@H](C)CO)S2(=O)=O	1.3	3
Cc1noc(C)c1S(=O)(=O)Nc1cccc2c1O[C@H](CN(C)Cc1ccc(Cl)c(Cl)c1)[C@H](C)CN([C@H](C)CO)C2=O	3.8	.
COc1cc(/C=N/NC(=O)c2ccccc2O)cc(OC)c1OC	0.4	-10
Nc1ncnc(NCC2CCCO2)c1[N+](=O)[O-] (stereo unspecified)	-0.1	5
C[C@@H](NC(=O)C[C@@H]1CC[C@@H](NC(=O)Nc2ccc3c(c2)OCO3)[C@@H](CO)O1)c1ccccc1	0.0	11
Cc1ccc(S(=O)(=O)N(C)C[C@@H]2Oc3c(NC(=O)C4CC4)cccc3C(=O)N([C@H](C)CO)C[C@H]2C)cc1	5.7	13
C[C@H](CO)N1C[C@H](C)[C@@H](CN(C)Cc2ccc(Oc3ccccc3)cc2)Oc2c(NS(=O)(=O)c3cn(C)cn3)cccc2C1=O	-0.2	.
C/C=C/c1cnc2c(c1)C(=O)N([C@@H](C)CO)C[C@@H](C)[C@@H](CN(C)C(=O)Nc1cccc(OC)c1)O2	-0.2	.
CCCN(C)C[C@@H]1OCCCC[C@@H](C)Oc2ccc(NC(=O)Cc3ccccc3)cc2C(=O)N([C@H](C)CO)C[C@@H]1C	.	6
COc1ccccc1-c1cnc2c(c1)C(=O)N([C@H](C)CO)C[C@@H](C)[C@H](CN(C)Cc1ccc(F)cc1)O2	-0.2	-4
COCCNC(=O)c1ccccc1NC(=O)c1ccc([N+](=O)[O-])cc1	0.2	1
CO[C@@H]1CN(C)C(=O)c2ccc(NS(=O)(=O)c3ccc(Cl)cc3)cc2OC[C@@H](C)N(C)C[C@H]1C	0.3	1
CO[C@@H]1CN(C)C(=O)c2ccc(NC(=O)C3CC3)cc2OC[C@H](C)N(CCC(F)(F)F)C[C@H]1C	-0.3	4
COc1ccc(N(CC(=O)Nc2cccc(Cl)c2Cl)S(C)(=O)=O)cc1OC	-0.3	-5
CCC(=O)Nc1ccc2c(c1)C(=O)N(C)C[C@H](OC)[C@@H](C)CN(C(=O)Cc1ccccn1)[C@H](C)CO2	0.3	5
C[C@@H]1CN([C@@H](C)CO)C(=O)c2cc(NS(C)(=O)=O)ccc2O[C@@H](C)CCCCO[C@H]1CN(C)Cc1ccc(C(F)(F)F)cc1	0.0	.
O=C(NO)c1cccc(C(=O)N/N=C/c2ccc(OCCO)cc2)c1	.	10
CO[C@H]1CN(C)C(=O)c2cc(NS(C)(=O)=O)ccc2OC[C@@H](C)N(C(=O)c2ccc3c(c2)OCO3)C[C@@H]1C	-0.3	1
Cc1ccc(-n2c(SCC(=O)Nc3c(Cl)cccc3Cl)nnc2-c2ccncc2)cc1	-0.2	-4
O=C(C1=C[C@@H](C2CCCCC2)C[C@@H](OCc2ccc(CO)cc2)O1)N1CCOCC1	.	9
COCC#Cc1ccc2c(c1)O[C@@H](CN(C)C(=O)CC1CC1)[C@H](C)CN([C@@H](C)CO)S2(=O)=O	-0.2	-4
C[C@@H]1CN([C@@H](C)CO)C(=O)Cc2cc(NC(=O)CCC(F)(F)F)ccc2O[C@@H]1CN(C)CC1CCCCC1	1.9	.
C[C@H]1CN([C@@H](C)CO)C(=O)c2cccc(NC(=O)c3cnccn3)c2O[C@@H]1CN(C)C(=O)Nc1ccc(C(F)(F)F)cc1	-9.5	4
CN(C)CC(=O)N[C@H]1C=C[C@H](CC(=O)NCc2ccc(Cl)cc2)O[C@H]1CO	0.3	2

A second format for part of the listing above:
mol,IDH1 R132H inh,EZH2 inh
CCCNC(=O)N(C)C[C@H]1Oc2ncc(C3=CCCCC3)cc2C(=O)N([C@@H](C)CO)C[C@H]1C,.,-3
Cc1ccccc1-c1ccc2c(c1)O[C@@H](CN(C)C(=O)C1CC1)[C@H](C)CN([C@H](C)CO)S2(=O)=O,1.3,3
Cc1noc(C)c1S(=O)(=O)Nc1cccc2c1O[C@H](CN(C)Cc1ccc(Cl)c(Cl)c1)[C@H](C)CN([C@H](C)CO)C2=O,3.8,.
COc1cc(/C=N/NC(=O)c2ccccc2O)cc(OC)c1OC,0.4,-10
Nc1ncnc(NCC2CCCO2)c1[N+](=O)[O-] (stereo unspecified),-0.1,5
C[C@@H](NC(=O)C[C@@H]1CC[C@@H](NC(=O)Nc2ccc3c(c2)OCO3)[C@@H](CO)O1)c1ccccc1,0.0,11
Cc1ccc(S(=O)(=O)N(C)C[C@@H]2Oc3c(NC(=O)C4CC4)cccc3C(=O)N([C@H](C)CO)C[C@H]2C)cc1,5.7,13
C[C@H](CO)N1C[C@H](C)[C@@H](CN(C)Cc2ccc(Oc3ccccc3)cc2)Oc2c(NS(=O)(=O)c3cn(C)cn3)cccc2C1=O,-0.2,.
C/C=C/c1cnc2c(c1)C(=O)N([C@@H](C)CO)C[C@@H](C)[C@@H](CN(C)C(=O)Nc1cccc(OC)c1)O2,-0.2,.
CCCN(C)C[C@@H]1OCCCC[C@@H](C)Oc2ccc(NC(=O)Cc3ccccc3)cc2C(=O)N([C@H](C)CO)C[C@@H]1C,.,6

More records:
SMILES	IDH1 R132H inh	EZH2 inh
COC(=O)c1ccccc1NC(=O)CSc1nc2cc3ccccc3cc2[nH]1	1.4	-10
C[C@@H]1CN([C@@H](C)CO)C(=O)c2cc(-c3ccc(C(=O)N(C)C)cc3)cnc2O[C@H]1CN(C)C(=O)CN(C)C	0.0	.
C[C@@H]1CCCCO[C@H](CN(C)C(=O)Cc2ccccc2)[C@H](C)CN([C@H](C)CO)C(=O)c2cc(NC(=O)CCC(F)(F)F)ccc2O1	-2.5	.
C[C@@H]1CCCCO[C@@H](CN(C)C)[C@@H](C)CN([C@H](C)CO)C(=O)c2cc(NC(=O)Nc3ccccc3)ccc2O1	.	2
Cc1ccc2oc(-c3cc(NC(=O)c4ncn[nH]4)ccc3O)nc2c1	0.3	.
C[C@H]1CN([C@@H](C)CO)C(=O)Cc2cc(NC(=O)CCCN(C)C)ccc2O[C@H]1CN(C)CC1CCCCC1	.	-7
Cc1sc2nc(SCC(=O)N3CCC(c4noc5ccc(F)cc45)CC3)n(-c3ccccc3)c(=O)c2c1C	0.4	-20
C[C@H]1CN([C@@H](C)CO)C(=O)Cc2cc(NC(=O)C3CC3)ccc2O[C@@H]1CN(C)C	0.7	1
COc1ccc(N(CC(=O)O)S(C)(=O)=O)cc1	-0.9	.
CO[C@@H]1CN(C)C(=O)c2ccc(NC(=O)Nc3cccc(F)c3)cc2OC[C@@H](C)N(C(C)=O)C[C@H]1C	-0.4	-15
CCCCCN=C(N)N/N=C/c1c[nH]c2ccc(OC)cc12	.	8
CO[C@H]1CN(C)C(=O)c2cc(NC(=O)Nc3ccccc3F)ccc2OC[C@@H](C)N(CC2CC2)C[C@@H]1C	0.0	-15
C[C@@H]1CCCCO[C@H](CN(C)C)[C@H](C)CN([C@H](C)CO)C(=O)c2cc(NC(=O)CCC(F)(F)F)ccc2O1	1.0	5
C[C@H](CO)N1C[C@H](C)[C@@H](CN(C)Cc2ccc(C(F)(F)F)cc2)Oc2ccc(N(C)C)cc2C1=O	-0.8	-1
CCC(=O)NC1CCc2cccc(OC)c2C1 (stereo unspecified)	0.1	.
C[C@H](CO)N1C[C@H](C)[C@@H](CN(C)Cc2cccnc2)Oc2ncc(-c3cccc(F)c3)cc2C1=O	-0.1	.
C[C@H]1CN([C@@H](C)CO)C(=O)c2cccc(NS(=O)(=O)c3cn(C)cn3)c2O[C@@H]1CN(C)Cc1ccc(Oc2ccccc2)cc1	0.5	.
C[C@@H]1CN([C@@H](C)CO)C(=O)c2cc(NC(=O)C3CCCCC3)ccc2O[C@@H]1CN(C)S(=O)(=O)c1ccc(F)cc1	-5.3	.
Cc1cccc(C(=O)O)c1O	4.3	-1
C[C@@H]1CN([C@@H](C)CO)C(=O)c2cc(-c3cccnc3)cnc2O[C@@H]1CN(C)C(=O)c1ccccc1F	-0.3	12
COc1ccccc1-c1cccc(-c2nc(C(=O)N3CCN(C)CC3)cc3c2[C@@H](CCO)N([S@](=O)C(C)(C)C)C3)c1	0.0	12
Cc1noc(C)c1NC(=O)Nc1ccc2c(c1)C(=O)N([C@@H](C)CO)C[C@H](C)[C@H](CN(C)C(=O)C1CCCCC1)OCCCC[C@@H](C)O2	1.6	.
c1ccc2[nH]c(CCn3c4c(c5ccccc53)CCCC4)nc2c1	-0.3	6
C[C@@H]1CN([C@H](C)CO)C(=O)c2cc(NS(C)(=O)=O)ccc2O[C@H]1CN(C)CC1CCCCC1	0.0	14
O=C(CSc1nc2[nH]ncc2c(=O)n1-c1ccccc1)Nc1ccc(F)c(Cl)c1	-1.0	-21

Remaining list, next part:
SMILES	IDH1 R132H inh	EZH2 inh
C[C@@H]1CCCCO[C@H](CN(C)C)[C@H](C)CN([C@@H](C)CO)C(=O)c2cc(NC(=O)CCC(F)(F)F)ccc2O1	4.5	1
Cc1noc(C)c1S(=O)(=O)Nc1ccc2c(c1)CC(=O)N([C@H](C)CO)C[C@@H](C)[C@@H](CN(C)Cc1ccc(C(=O)Nc3ccccc3N)cc1)O2	7.9	-10
CCC(=O)N1C[C@@H](C)[C@H](OC)CN(C)C(=O)c2ccc(NC(=O)C3CCOCC3)cc2OC[C@@H]1C	.	-6
O=C(Oc1ccccc1)c1cccc(COC(=O)c2cc3ccccc3oc2=O)c1	2.7	8
C[C@@H]1CN([C@@H](C)CO)C(=O)c2cccc(NC(=O)CCCCCC(=O)Nc3ccccc3N)c2O[C@@H]1CN(C)Cc1ccccc1	.	-1
COc1cc(NC(=S)NCCCO)c(OC)cc1Cl	0.8	5
C[C@@H]1CCCCO[C@H](CN(C)C(=O)CCCN(C)C)[C@@H](C)CN([C@@H](C)CO)C(=O)c2cc(NC(=O)CCC(F)(F)F)ccc2O1	3.2	.
COc1ccc(S(=O)(=O)N(C)C[C@H]2Oc3c(NC(=O)Nc4ccc(C(F)(F)F)cc4)cccc3C(=O)N([C@@H](C)CO)C[C@@H]2C)cc1	1.3	.
COCC(=O)N1C[C@H](C)[C@@H](OC)CN(C)C(=O)c2ccc(NC(=O)Nc3cccc(F)c3)cc2OC[C@H]1C	0.2	0
CC(=O)N(C)C[C@H]1Oc2ncc(C#CCC3CCCC3)cc2C(=O)N([C@H](C)CO)C[C@@H]1C	0.1	-11
COc1ccc(CN(C)C[C@H]2Oc3ccc(NC(=O)c4ccncc4)cc3CC(=O)N([C@@H](C)CO)C[C@H]2C)cc1	.	2
Cc1ccccc1/C=N/NC(=O)CCCCCC(=O)NO	0.0	-2
CN(CCCc1nc2ccccc2[nH]1)S(=O)(=O)c1ccc(Cl)cc1	0.5	8
C[C@H]1CN([C@@H](C)CO)C(=O)c2cc(C#Cc3cccnc3)cnc2O[C@H]1CN(C)S(=O)(=O)c1ccccc1F	.	18
C[C@@H]1CN([C@H](C)CO)S(=O)(=O)c2ccc(C#Cc3ccccc3)cc2O[C@H]1CN(C)C(=O)CN(C)C	9.1	.
COc1cccc(S(=O)(=O)N[C@@H]2CC[C@@H](CC(=O)NC3Cc4ccccc4C3)O[C@@H]2CO)c1	0.1	-3
C[C@H]1CN([C@@H](C)CO)C(=O)c2cc(NS(=O)(=O)c3cn(C)cn3)ccc2O[C@@H]1CN(C)C(=O)Nc1ccc(C(F)(F)F)cc1	1.4	.
CC(=O)N(C)C[C@H]1Oc2ncc(-c3cccnc3)cc2C(=O)N([C@H](C)CO)C[C@H]1C	-1.0	9
CCCNC(=O)[C@@]1(Sc2ccc(C)cc2)CC(=O)N(C2CCCCC2)[C@@H]1c1ccc(CO)cc1I	0.6	17
CNC[C@@H]1Oc2ccc(NC(=O)Nc3ccccc3)cc2CC(=O)N([C@H](C)CO)C[C@@H]1C	0.0	-1
C[C@H](CO)N1C[C@H](C)[C@@H](CN(C)Cc2ccccc2)Oc2c(NS(=O)(=O)c3ccc(F)cc3)cccc2C1=O	0.1	-3
CNC[C@@H]1OCCCC[C@@H](C)Oc2ccc(NC(=O)Nc3ccc(C(F)(F)F)cc3)cc2C(=O)N([C@@H](C)CO)C[C@H]1C	.	-11
Cc1noc(C)c1NC(=O)N(C)C[C@H]1OCCCC[C@H](C)Oc2ccc(NS(C)(=O)=O)cc2C(=O)N([C@H](C)CO)C[C@@H]1C	2.1	.
C[C@H]1CN([C@@H](C)CO)S(=O)(=O)c2ccc(C#CC3(O)CCCC3)cc2O[C@H]1CN(C)C(=O)Nc1ccc(F)cc1	-1.8	-57
O=C(CCC(=O)c1ccc(Oc2ccccc2)cc1)Nc1ccc(C(=O)O)cc1	1.2	22

Continued:
SMILES	IDH1 R132H inh	EZH2 inh
CCc1cccc(OCC(=O)Nc2sc3c(c2C(N)=O)CCCC3)c1	0.3	-13
CO[C@@H]1CN(C)C(=O)c2cc(NC(C)=O)ccc2OC[C@H](C)N(C(=O)c2ccccc2F)C[C@H]1C	-0.1	1
C[C@H]1CN([C@@H](C)CO)C(=O)c2cc(NC(=O)CCC(F)(F)F)ccc2O[C@@H]1CN(C)Cc1ccc(-c2ccccc2)cc1	0.2	.
COc1ccc(C(=O)Nc2ccccc2C(=O)NCCN2CCOCC2)cc1	-0.5	-5
C[C@H]1CN([C@@H](C)CO)C(=O)c2cc(NC(=O)Nc3ccccc3)ccc2O[C@H]1CN(C)Cc1ccc(C(=O)O)cc1	-3.9	9
COCC(=O)Nc1ccc2c(c1)[C@H]1C[C@@H](CC(=O)NCc3ccc(-c4ccccc4)cc3)O[C@H](CO)[C@H]1O2	0.4	-40
O=C(CSc1nc2ccccc2c(=O)[nH]1)Nc1ccc(F)cc1F	-0.1	11
C/C=C/c1cnc2c(c1)C(=O)N([C@H](C)CO)C[C@@H](C)[C@@H](CN(C)Cc1ccncc1)O2	-0.3	.

From PubChem BioAssay
